AI-2 QS modul = Vibrio harveyi AI-2 quorum sensing modulators, primary screen, JMH597 strain, luminescence/OD600 ratio | Vibrio harveyi JMH597 AI-2 luminescence/OD600 ratio, 9 h; active compounds read low; strain lacks LuxN and CqsS sensors; 0 = neutral-control median | activity change, % at 7.5 µM | hit rate 0.4% among 300,000 | AID 2094, 2009; in the data active means activity change below about -75%, passing the limit was not always enough;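 further: luminescence divided by OD600 gain over 9 h not by final OD600 alone; inactives centre near 13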
HSF1 inh = HSF1 inhibitors in luciferase reporter cells, primary screen, cell-based, NIH3T3, luminescence. hit rate 0.77% among 300,000. NIH3T3-HGL HSE-luciferase, MG132-induced, luminescence 8 h; active compounds read low. activity change, negative = inhibition, % at 7.5 µM (by protocol);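 active means more than half of replicate wells show activity change below -50%, luminescence cut by over half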;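 further: luciferase reports HSF-1 transcriptional activity via heat shock element; 0% = median of DMSO wells and -100% = zero luminescence signal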
PolyA inhibitor = polyadenylation inhibitors in yeast reporter cells, primary screen, luminescence, S. cerevisiae | S. cerevisiae SKY197-pL101 polyadenylation reporter, beta-gal luminescence; efflux-impaired pdr1/pdr3 knockout yeast; score 100 = 6 SD above DMSO | calls only at 12 µM | hit rate 0.02% among 300,000;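 active means lowest replicate activity score at least 50, where 100 means six control SD above control mean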;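 further: yeast exposed to compound for 9 h at 30 °C; higher score means more reporter readthrough which indicates perturbed polyadenylation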
GSK3A inh = blockers of GSK3A enzyme activity – biochemical, luminescence, cell-free homogeneous, HTS, primary screen; Glycogen synthase kinase-3 alpha (Homo sapiens), P49840; GSK-3 alpha kinase, ADP-Glo luminescence, 60 min; inhibition, % at 10 µM; hit rate 0.1% among 320,000;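 in the data active means inhibition above about 50%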;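 further: GST-tagged GSK-3 alpha with peptide substrate and 25 µM ATP; 0% = DMSO neutral wells and 100% = GW8510 positive control wells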
Target sequence (P49840 whole entry, looked up): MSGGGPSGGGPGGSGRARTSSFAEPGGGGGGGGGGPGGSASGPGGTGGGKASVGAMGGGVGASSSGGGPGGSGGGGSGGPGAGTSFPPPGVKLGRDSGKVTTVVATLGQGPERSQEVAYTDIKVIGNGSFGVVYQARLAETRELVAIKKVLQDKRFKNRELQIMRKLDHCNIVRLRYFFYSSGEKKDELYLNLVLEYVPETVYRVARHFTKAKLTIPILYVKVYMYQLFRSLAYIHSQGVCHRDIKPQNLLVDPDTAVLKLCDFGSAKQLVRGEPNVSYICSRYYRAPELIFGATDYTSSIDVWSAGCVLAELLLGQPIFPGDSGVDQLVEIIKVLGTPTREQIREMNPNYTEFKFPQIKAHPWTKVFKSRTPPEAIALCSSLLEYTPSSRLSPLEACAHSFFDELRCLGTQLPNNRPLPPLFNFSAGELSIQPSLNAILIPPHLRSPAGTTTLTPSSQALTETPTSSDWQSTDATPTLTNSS
GSK3B inh = human GSK3beta kinase inhibitors, primary screen, biochemical, cell-free homogeneous, HTS; activity score (negative = inhibition), % at 10 µM; GST-GSK3beta kinase, ADP-Glo luminescence, 60 min; active compounds read low; hit rate 0.038% among 300,000; AID 2097, 2009; Glycogen synthase kinase-3 beta (Homo sapiens), P49841;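 active means more than half of replicate wells score below -50%, meaning over 50% inhibition versus plate controls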;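 further: 0% = median DMSO wells and -100% = median GW8510 positive control wells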
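Test system: GST-tagged human GSK3beta kinase, cell-free; evaluation: activity score scaled between in-plate DMSO and GW8510 controls; measured by: ADP-Glo luminescence; incubation: 60 min reaction, RT; benchmarks: DMSO and 20 µM GW8510; reagent: peptide substrate plus 25 µM ATP (final); medium: Tris/MgCl2 kinase buffer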
HDAC3 inh = HDAC3 deacetylase inhibitors, primary screen, biochemical, fluorescence, cell-free homogeneous. Histone deacetylase 3 (Homo sapiens), O15379. hit rate 0.15% among 320,000. recombinant HDAC3, fluorogenic peptide/trypsin coupled. AID 2718, 2010. inhibition, % at 8.3 µM; in the data active means inhibition above about 26%, passing the limit was not always enough
HSP90 inh = HSP90 inhibitors, primary screen, cell lysate, luminescence; inhibition, % at 5.6 µM; Rabbit reticulocyte lysate, luciferase refolding luminescence, 3 h; Heat shock protein HSP 90 (rabbit reticulocyte lysate; luciferase refolding); AID 1789, 2009; hit rate 0.91% among 290,000;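 active means inhibition above the screen-wide mean plus 3 SD, computed separately per campaign, cut at about 16% in these data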;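 further: 0% = DMSO wells and 100% = 60 µM geldanamycin wells; inhibitors lower the luminescence because luciferase stays unfolded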
Dyrk1A ADPGlo = rat Dyrk1A kinase inhibitors, primary screen, biochemical, single point, plate reader | Dual specificity tyrosine-phosphorylation-regulated kinase 1A (Rattus norvegicus), Q63470 | ADP-Glo luminescence, NFATc1 peptide | inhibition, % at 12.5 µM | hit rate 0.43% among 310,000; in the data active means inhibition above about 50%;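 further: plate controls were vehicle with enzyme for no effect and no enzyme for full effect; many of its hits are not listed in these tables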
HSF-1 act = HSF-1 activators, primary screen, NIH3T3-HGL cells, MG132 stress, luminescence, single point; hit rate 1.7% among 300,000; activation, % at 9 µM; AID 504408, 2011; NIH3T3-HGL HSF-1 luciferase reporter, 8 h; 100% = twice DMSO control signal;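 active means mean replicate activation of at least 50% with a set share of replicates each reaching 50%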;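 further: 0% = median of the neutral control wells and 100% = twice that signal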
Platelet DG rel = inhibitors of platelet dense granule secretion, primary screen, cell-based, MLPCN, human platelets; human platelet-rich plasma, SFLLRN dense granule ATP release, luminescence; inhibition, %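 (compounds screened at 7.5 µM in platelet-rich plasma)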; hit rate 0.22% among 300,000; AID 1663, 2009;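 active means mean replicate score, as percent of positive control, at or above 50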
* marks the source's active call; other numbers are inactive results; i = inactive; nt = not tested or not shown. A portion of the library; count on the stated rates, not on these rows.

The line under a structure holds: AI-2 QS modul, HSF1 inh, PolyA inhibitor, GSK3A inh, GSK3B inh, HDAC3 inh, HSP90 inh, Dyrk1A ADPGlo, HSF-1 act, Platelet DG rel
- Cc1ccc(COC(=O)c2cc([N+](=O)[O-])ccc2N2CCOCC2)cc1
→ 1, -22, nt, -1, 0, 2, 1, 3, -23, 6
- CN(C)/C=C(\C#N)S(=O)(=O)c1ccc(Cl)cc1
→ 9, -11, i, 3, -3, 1, 0, nt, -1, -10
- COc1ccc(N2CCN(C3CC(=O)NC3=O)CC2)cc1 (centres undefined)
→ 7, 9, i, -1, -3, -3, 1, -4, 3, 1
- COc1ccc(S(=O)(=O)N2CCN(C(=O)c3ccc(C)o3)CC2)cc1
→ 8, 0, i, 0, 3, 9, -5, -6, 2, -1
- CC(C)c1c(O)nc(SCc2ccc(F)cc2)[nH]c1=O
→ 3, -9, i, 0, 1, -2, -1, 0, -25, -1
- CC1CCCC(C)N1C(=O)COC(=O)Cn1cnc2c1c(=O)n(C)c(=O)n2C (centres undefined)
→ 28, -4, i, -2, -4, 3, nt, -3, -14, 2
- COCCN1Cc2cccc(C(=O)Nc3ccc(S(=O)(=O)N4CCCCCC4)cc3)c2C1=O
→ 30, -2, i, -2, 0, -1, 4, -5, -15, -3
- CC(=O)Nc1ccc(S(=O)(=O)N2CCN(C34CC5CC(CC(C5)C3)C4)CC2)cc1
→ 40, 2, i, -1, -3, 6, 1, -3, -5, 4
- Cc1nc(CSc2nnc3scc(-c4ccccc4)n23)cs1
→ 16, -1, i, nt, -1, 7, -2, -4, 0, -4
- Clc1ccc(C2[C@H]3CN(CC4CCCCC4)[C@H](c4ccccc4)C34CC2(c2ccccc2)C4)cn1 (some centres undefined)
→ 29, -4, i, -1, 0, 14, nt, -9, -10, -4
- COc1ccccc1N1CCN(S(=O)(=O)c2cc(-c3cc(C)no3)ccc2C(C)C)CC1
→ 11, 8, i, 8, 1, 1, 0, -3, 4, -1
- CCn1ccnc1CN(C)C(=O)C1CCC(=O)N(Cc2cccc(F)c2)C1 (centres undefined)
→ 25, -6, i, 13, 0, -1, 3, nt, -1, -1
- O=C(CO/N=C/c1ccc(OC(F)F)cc1)N1CCc2ccccc21
→ 23, 3, i, -3, 0, -1, 4, 2, 14, -8
- CC1CN(c2ccc(Cl)nn2)CC(C)O1 (centres undefined)
→ 24, 2, i, 8, 5, 8, 4, -5, -4, -1
- COc1cc(CNCCO)ccc1OC1CCCC1
→ -2, 0, i, -1, 2, 2, 5, 7, 35, -3
- O=C(C1=C(O)C(=O)N(Cc2ccco2)C1c1ccccc1)c1cccs1 (centres undefined)
→ 10, 6, i, -1, 1, 4, 1, 2, 5, 0
- CCc1ccc(NC(=O)c2cnc(N3CCN(c4ccccn4)CC3)c3ccccc23)cc1
→ 15, nt, i, -3, -4, -3, -2, 1, nt, -7
- CCCCSc1nnc2nc(C)cc(C)n12
→ 15, -4, i, -3, 0, -1, 2, 5, -8, -1
- COc1ccc(-c2nnco2)cc1OC
→ 42, -9, i, 1, -1, 1, 0, -9, -19, 5
- O=c1[nH]c(=O)n(Cc2ccccc2)c2nc(-c3ccco3)cc(C(F)(F)F)c12
→ 6, 11, i, 1, 2, 0, 6, 0, 41, 4

An excerpt from above in order of number of heavy atoms, high to low.
The line under a structure holds: AI-2 QS modul, HSF1 inh, PolyA inhibitor, GSK3A inh, GSK3B inh, HDAC3 inh, HSP90 inh, Dyrk1A ADPGlo, HSF-1 act, Platelet DG rel
- COCCN1Cc2cccc(C(=O)Nc3ccc(S(=O)(=O)N4CCCCCC4)cc3)c2C1=O
→ 30, -2, i, -2, 0, -1, 4, -5, -15, -3
- CC(=O)Nc1ccc(S(=O)(=O)N2CCN(C34CC5CC(CC(C5)C3)C4)CC2)cc1
→ 40, 2, i, -1, -3, 6, 1, -3, -5, 4
- CC1CCCC(C)N1C(=O)COC(=O)Cn1cnc2c1c(=O)n(C)c(=O)n2C (centres undefined)
→ 28, -4, i, -2, -4, 3, nt, -3, -14, 2
- O=C(CO/N=C/c1ccc(OC(F)F)cc1)N1CCc2ccccc21
→ 23, 3, i, -3, 0, -1, 4, 2, 14, -8
- COc1ccc(N2CCN(C3CC(=O)NC3=O)CC2)cc1 (centres undefined)
→ 7, 9, i, -1, -3, -3, 1, -4, 3, 1
- CC(C)c1c(O)nc(SCc2ccc(F)cc2)[nH]c1=O
→ 3, -9, i, 0, 1, -2, -1, 0, -25, -1
- COc1cc(CNCCO)ccc1OC1CCCC1
→ -2, 0, i, -1, 2, 2, 5, 7, 35, -3
- CN(C)/C=C(\C#N)S(=O)(=O)c1ccc(Cl)cc1
→ 9, -11, i, 3, -3, 1, 0, nt, -1, -10
- CCCCSc1nnc2nc(C)cc(C)n12
→ 15, -4, i, -3, 0, -1, 2, 5, -8, -1
- CC1CN(c2ccc(Cl)nn2)CC(C)O1 (centres undefined)
→ 24, 2, i, 8, 5, 8, 4, -5, -4, -1

(more compounds)
The line under a structure holds: AI-2 QS modul, HSF1 inh, PolyA inhibitor, GSK3A inh, GSK3B inh, HDAC3 inh, HSP90 inh, Dyrk1A ADPGlo, HSF-1 act, Platelet DG rel
- COc1cc(NC(=O)c2cccc([N+](=O)[O-])c2C)ccc1NC(=O)c1ccco1
→ 16, 12, i, -3, 4, 0, 0, -2, 27, -7
- COc1ccc(NCC(=O)Nc2cc(S(=O)(=O)N3CCOCC3)ccc2N2CCOCC2)c(OC)c1
→ 21, -5, i, -1, 1, 4, 4, -3, 5, 7
- COc1ccccc1CN(CC(=O)NCc1ccco1)C(=O)CNS(=O)(=O)c1ccc(C)cc1
→ 18, 9, i, 5, 0, 1, -4, 14, 18, 2
- OC(c1cc(-c2ccc(C(F)(F)F)cc2)nc(C(F)(F)F)c1)C1CCCCN1 (centres undefined)
→ 11, 2, i, 9, 1, 3, 3, 0, 10, -1
- O=[N+]([O-])c1ccccc1/C=N/NC1=NCCCCC1
→ 22, 8, i, 1, 0, 0, 1, 6, 38, -14
- CCOC(=O)c1sc(NC(=O)C2C3C=CC(C3)C2C(=O)O)nc1C (centres undefined)
→ nt, -13, i, -1, nt, 4, 1, 22, -17, 4
